Fam108B counter – mouse Fam108B serine hydrolase inhibitors, primary screen, counter-screen for RBBP9 inhibitor project, biochemical, fluorescence polarization | recombinant Fam108B, FP-Rh probe fluorescence polarization | inhibition, % at 9.51 µM | 300,000 compounds, 0.33% hits;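 active = inhibition above the screen mean inhibition plus 3 SD, computed separately per campaign, cut at about 18% in these data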;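 also: inhibitors lower polarization as less probe binds the enzyme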
GLD-1 RNA inh – GLD-1/TGE RNA complex disruptors, primary screen, biochemical, fluorescence polarization. Female germline-specific tumor suppressor gld-1 (Caenorhabditis elegans), Q17339. purified GLD-1 + fluorescein TGE RNA. inhibition, % at 5.96 µM. 320,000 compounds, 0.44% hits. AID 2280, 2010;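 active = percent inhibition above a per-plate cutoff, the plate mean of test compounds plus 3 SD, cut at about 30% in these data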;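 also: 0% = DMSO wells with GLD-1 and probe and 100% = wells lacking GLD-1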
Bcl-xL primary – inhibitors of human Bcl-xL, primary screen, biochemical, fluorescence polarization, HTS. Bcl-2-like protein 1 (Homo sapiens), Q07817. GST-Bcl-xL / FITC-Bim BH3 peptide fluorescence polarization. inhibition, % at 10.9 µM. 320,000 compounds, 0.7% hits. AID 2129, 2009;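 active = inhibition above the mean of all tested compounds plus 3 SD, cutoff set per campaign, cut at about 30% in these data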;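 also: 0% = DMSO wells and 100% = unlabeled Bim-BH3 peptide competitor; inhibitors lower millipolarization by displacing the labeled peptide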
EBNA-1 inh – EBNA-1 DNA-binding inhibitors, primary screen, biochemical, fluorescence polarization | inhibition, % at 14.8 µM | 300,000 compounds, 0.34% hits; in the data active = inhibition above about 28%
CR mimetic SO – reduction of superoxide in aged yeast, primary screen, HTS; S. cerevisiae aged cells, superoxide DHE fluorescence; stronger effect = lower value; superoxide response (% of plate mean), % at 10 µM; 330,000 compounds, 0.18% hits;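 active = superoxide response under a set limit, about three screen SD below normal, cut at about 65% in these data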;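 also: yeast aged for seven days with compound at 30 °C before DHE staining; 100% = average MFI of all compound-treated wells on the plate with controls excluded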
Efflux pump mplx – inhibitors of Candida efflux pumps in yeast, primary screen, S. cerevisiae, Nile Red, multiplex; S. cerevisiae Candida pump triplex; inhibition, % at 10 µM; 330,000 compounds, 0.44% hits;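 active = plate passing quality check with inhibition over a set limit, or well fluorescence over plate mean plus 4 SD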;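 also: Nile Red retained in pooled yeast measured as flow cytometry median fluorescence; 0% = buffer negative control and 100% = Enniatin B positive control; higher means more Nile Red kept so more efflux inhibition; some compounds called inactive have numbers as strong as hits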
MCL1 BIM primary – inhibitors of MCL1 binding to BIM-BH3, primary screen, biochemical, fluorescence polarization | Induced myeloid leukemia cell differentiation protein Mcl-1 (Homo sapiens), Q07820 | GST-MCL1 / FITC-Bim-BH3 fluorescence polarization | inhibition, % at 10.9 µM | 320,000 compounds, 0.68% hits;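 active = inhibition above the mean inhibition of all tested compounds plus 3 SD, set per campaign, cut at about 40% in these data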;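 also: 0% = DMSO wells and 100% = unlabeled Bim-BH3 peptide control; higher means more loss of mP so more displacement of Bim peptide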
Target sequence (Q07820 whole entry, looked up): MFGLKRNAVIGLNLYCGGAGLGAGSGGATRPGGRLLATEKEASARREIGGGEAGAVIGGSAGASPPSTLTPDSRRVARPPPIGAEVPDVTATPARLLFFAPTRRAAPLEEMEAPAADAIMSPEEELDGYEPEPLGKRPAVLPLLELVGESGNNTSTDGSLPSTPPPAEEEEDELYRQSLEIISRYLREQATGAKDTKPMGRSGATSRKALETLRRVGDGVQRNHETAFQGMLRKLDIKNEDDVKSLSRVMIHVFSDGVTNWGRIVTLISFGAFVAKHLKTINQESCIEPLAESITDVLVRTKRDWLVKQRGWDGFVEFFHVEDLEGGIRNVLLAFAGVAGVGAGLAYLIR
MEX-5 binding – MEX-5 zinc finger RNA-binding disruptors – biochemical, C. elegans, fluorescence polarization, MLPCN library, primary screen | Zinc finger protein mex-5 (Caenorhabditis elegans), Q9XUB2 | MEX-5/FITC-TCR2 RNA binding; stronger effect = lower value | activity score (negative = inhibition of binding), % at 10 µM | 300,000 compounds, 0.38% hits;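 active = inhibition past about -25% in most replicates, and total fluorescence under double the plate's negative control median, limit read from the data; inconclusive = replicates evenly split on the limit, or fluorescence at least double controls; inactive = too little inhibition in most replicates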;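 also: 0% = DMSO and -100% = 5 µM competing unlabeled TCR2 RNA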
Target sequence (Q9XUB2 whole entry, looked up): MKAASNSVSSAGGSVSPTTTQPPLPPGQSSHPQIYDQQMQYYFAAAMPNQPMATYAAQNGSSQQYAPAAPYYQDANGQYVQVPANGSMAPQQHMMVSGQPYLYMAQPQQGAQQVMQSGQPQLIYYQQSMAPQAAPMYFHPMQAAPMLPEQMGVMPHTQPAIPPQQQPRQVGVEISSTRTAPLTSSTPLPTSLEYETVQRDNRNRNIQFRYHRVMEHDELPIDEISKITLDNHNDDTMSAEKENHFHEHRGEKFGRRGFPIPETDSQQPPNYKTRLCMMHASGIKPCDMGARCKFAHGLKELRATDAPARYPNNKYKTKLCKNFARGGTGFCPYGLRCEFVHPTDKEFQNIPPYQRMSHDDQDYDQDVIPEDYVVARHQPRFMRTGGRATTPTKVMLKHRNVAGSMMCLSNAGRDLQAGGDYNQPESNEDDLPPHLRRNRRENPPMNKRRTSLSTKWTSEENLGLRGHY
ZTA counter – blocks Epstein-Barr virus ZTA, an EBNA-1 counter-screen | 320,000 compounds, 0.15% hits | inhibition, % at 11 µM | P03206 | ZTA-DNA binding, fluorescence polarization; in the data active = inhibition above about 33%
Active calls of the source: *; ? = inconclusive; · = no result given; + = active, no number.

Start of the listing, in advance, 4 compounds:
SMILES	Fam108B counter	GLD-1 RNA inh	Bcl-xL primary	EBNA-1 inh	CR mimetic SO	Efflux pump mplx	MCL1 BIM primary	MEX-5 binding	ZTA counter
C=CCN([C@@H](CC(C)C)C(=O)OC)S(=O)(=O)N(CC=C)[C@@H](CC(C)C)C(=O)OC	·	3	-1	·	95	0.5	0	·	8
Cc1nn(C)c(C(=O)N2CCc3ccccc32)c1Cl	-2	-2	7	0	73	-0.2	5	-1.4	14
CC(C)NC(=O)C(=O)NCCN1CCN(S(=O)(=O)c2ccc(Cl)cc2)CC1	-1	-1	-1	-5	89	0.0	0	0.1	-2
CC(C(=O)N(C)c1ccccc1)N1CCN(C(=O)c2ccccc2)CC1 (stereo not drawn)	-1	11	5	-8	104	0.0	0	-1.0	-2

The listing, previewed entries included:
SMILES	Fam108B counter	GLD-1 RNA inh	Bcl-xL primary	EBNA-1 inh	CR mimetic SO	Efflux pump mplx	MCL1 BIM primary	MEX-5 binding	ZTA counter
C=CCN([C@@H](CC(C)C)C(=O)OC)S(=O)(=O)N(CC=C)[C@@H](CC(C)C)C(=O)OC	·	3	-1	·	95	0.5	0	·	8
Cc1nn(C)c(C(=O)N2CCc3ccccc32)c1Cl	-2	-2	7	0	73	-0.2	5	-1.4	14
CC(C)NC(=O)C(=O)NCCN1CCN(S(=O)(=O)c2ccc(Cl)cc2)CC1	-1	-1	-1	-5	89	0.0	0	0.1	-2
CC(C(=O)N(C)c1ccccc1)N1CCN(C(=O)c2ccccc2)CC1 (stereo not drawn)	-1	11	5	-8	104	0.0	0	-1.0	-2
Cc1ccc(NC(=O)COc2ccccc2C(=O)NCc2ccccc2)cc1	·	11	-5	·	98	-0.2	-5	·	-15
Cc1c(NC(=O)C(C)Sc2ccccc2)c(=O)n(-c2ccccc2)n1C (stereo not drawn)	-2	-2	0	-7	100	-0.1	7	2.3	19
COc1ccc(CN2CCS(=O)(=O)CC2)cc1OC	-7	1	3	14	97	-0.2	1	0.3	12
O=C(NCc1ccco1)c1ccccc1-c1ccc(C(F)(F)F)cc1	0	1	-2	-9	95	0.0	2	-0.5	20
O=C(NCCCO)C(=O)NCCc1ccc(Cl)cc1	0	2	9	-11	97	0.0	2	3.7	-7
CCC(=O)n1nc(-c2ccccc2)nc1NCc1ccccc1	3	9	5	7	96	0.0	8	0.8	-3
CCOCC(=O)Nc1cc(C(=O)Nc2cccc(C)c2C)ccc1Cl	2	-4	3	9	75	-0.1	2	0.3	9
COc1ccc(C(CCN2CCCCC2)c2c(O)cc(OC)cc2OC)cc1 (stereo not drawn)	4	2	1	-27	113	0.0	-2	0.1	-7
COc1ccc(C(=O)NC(C)c2ccc(-n3ccnc3)cc2)cc1[N+](=O)[O-] (stereo not drawn)	2	5	5	2	107	-0.1	4	2.6	2
Cc1cc(C(=O)N/N=C/c2ccc(O)c([N+](=O)[O-])c2)n[nH]1	0	-2	6	-9	102	0.4	2	-12	-1
COc1ccc(C2N(C(=O)c3ccccc3)CCN2C(=O)c2ccc(C)cc2)cc1 (stereo not drawn)	-3	0	6	-11	113	0.1	10	0.8	-2

Ordered by the number under MEX-5 binding (smallest number first): 3 from the list above
molecule | MEX-5 binding
CC(C(=O)N(C)c1ccccc1)N1CCN(C(=O)c2ccccc2)CC1 (stereo not drawn) | -1.0
COc1ccc(C(CCN2CCCCC2)c2c(O)cc(OC)cc2OC)cc1 (stereo not drawn) | 0.1
Cc1c(NC(=O)C(C)Sc2ccccc2)c(=O)n(-c2ccccc2)n1C (stereo not drawn) | 2.3

The list continues.
SMILES	Fam108B counter	GLD-1 RNA inh	Bcl-xL primary	EBNA-1 inh	CR mimetic SO	Efflux pump mplx	MCL1 BIM primary	MEX-5 binding	ZTA counter
Nc1ccc(-c2ccc(N)c(C(=O)O)c2)cc1C(=O)O	5	-2	2	6	103	0.0	10	-13	0
O=C1OC(c2ccc(F)cc2)=C/C1=C\c1ccc(O)cc1	0	11	5	14	105	0.0	4	-2.1	-3
CCOc1ccccc1-c1ccc(C(=O)NCc2ccccc2)o1	-7	2	4	-3	109	-0.2	4	0.7	-21
COC(=O)c1nnn(-c2ccccc2)c1N	3	-3	10	-3	91	-0.2	8	-1.2	1
O=C(Nc1ccccc1)N1C2CCC1CC(O)(c1cccnc1)C2 (stereo not drawn)	0	1	1	2	92	-0.1	-2	-0.5	5
Cc1ccc(SCC(=O)OCc2csc(CC(=O)Nc3ccccc3C)n2)cc1C	·	0	-3	·	103	0.3	-15	·	-12
CCCCNC(=O)c1cc2c(C)cc(C)cc2[nH]1	-6	-6	1	-4	87	0.0	-1	1.0	-6
Cc1ccc2[nH]c(=O)c(C3=NN(C(=O)CCC(=O)O)C(c4cccs4)C3)c(-c3ccccc3)c2c1 (stereo not drawn)	4	2	7	0	98	0.2	4	·	16
Cc1ccc(C(=O)C(C)OC(=O)CCS(=O)(=O)c2ccc(C)cc2)cc1 (stereo not drawn)	·	2	5	·	99	0.1	2	·	-15
Cc1nc2ccccc2cc1C(=O)N/N=C/c1ccc([N+](=O)[O-])cc1	-11	1	-5	-11	116	0.2	-15	-0.3	12
Cc1ccc(NC(=O)C(C)N2C(=O)C3CC=C(Cl)CC3C2=O)cc1 (stereo not drawn)	1	1	8	-2	104	0.0	5	-1.0	10
O=C(O)C1CC=CCC1C(=O)Nc1ccc(Oc2ccc(Cl)cc2)cc1 (stereo not drawn)	2	0	1	-3	95	0.3	-1	0.2	-1
Cc1cccc(C)c1OCC(=O)Nc1ccc(N2CCOCC2)cc1	0	7	-1	0	104	0.1	-3	0.3	9
O=C(CNC(=O)c1ccc([N+](=O)[O-])cc1)N/N=C/c1c[nH]c2ccccc12	2	8	4	10	121	-0.1	2	-1.8	14
CCN(CC)S(=O)(=O)c1cccc(C(=O)Nc2cc(C)nn2-c2ccccc2)c1	-2	-2	2	-3	96	0.3	7	-0.5	6

Part of the list above, bar-delimited:
Molecule | Fam108B counter | GLD-1 RNA inh | Bcl-xL primary | EBNA-1 inh | CR mimetic SO | Efflux pump mplx | MCL1 BIM primary | MEX-5 binding | ZTA counter
CC(C)NC(=O)C(=O)NCCN1CCN(S(=O)(=O)c2ccc(Cl)cc2)CC1 | -1 | -1 | -1 | -5 | 89 | 0.0 | 0 | 0.1 | -2
CC(C(=O)N(C)c1ccccc1)N1CCN(C(=O)c2ccccc2)CC1 (stereo not drawn) | -1 | 11 | 5 | -8 | 104 | 0.0 | 0 | -1.0 | -2
Cc1ccc(NC(=O)COc2ccccc2C(=O)NCc2ccccc2)cc1 | · | 11 | -5 | · | 98 | -0.2 | -5 | · | -15
Cc1c(NC(=O)C(C)Sc2ccccc2)c(=O)n(-c2ccccc2)n1C (stereo not drawn) | -2 | -2 | 0 | -7 | 100 | -0.1 | 7 | 2.3 | 19
COc1ccc(CN2CCS(=O)(=O)CC2)cc1OC | -7 | 1 | 3 | 14 | 97 | -0.2 | 1 | 0.3 | 12
O=C(NCc1ccco1)c1ccccc1-c1ccc(C(F)(F)F)cc1 | 0 | 1 | -2 | -9 | 95 | 0.0 | 2 | -0.5 | 20
O=C(NCCCO)C(=O)NCCc1ccc(Cl)cc1 | 0 | 2 | 9 | -11 | 97 | 0.0 | 2 | 3.7 | -7

Further results.
SMILES	Fam108B counter	GLD-1 RNA inh	Bcl-xL primary	EBNA-1 inh	CR mimetic SO	Efflux pump mplx	MCL1 BIM primary	MEX-5 binding	ZTA counter
CN1CCN(C(=O)Cn2c(C(F)(F)F)nc3ccccc32)CC1	1	-2	5	5	106	0.0	3	0.1	12
CCOC(=O)c1nnc(-c2ccccc2)nc1NCc1ccc(Cl)cc1	-6	9	3	-6	109	0.2	-1	-1.5	5
CCCC(=O)Nc1ccc2oc(-c3cncc(Br)c3)nc2c1	-6	7	5	-12	105	-0.1	-3	0.0	-22
Cc1cc(C(=O)Nc2ccc3c(c2)OCO3)no1	-3	-1	5	-4	109	0.0	6	3.1	-9
CN(C)c1ccc2c3c(ccc(N(C)C)c13)C(=O)OC2	-2	9	3	7	93	-0.1	6	-6.1	3
CCOC(=O)c1cnc(SCC(=O)Nc2cccc(OC)c2)nc1N	0	1	5	9	84	-0.2	8	1.1	14
O=[N+]([O-])c1ccc2nc(N3CCCC3)sc2c1	5	-7	-19	-18	93	0.1	-34	-7.8	-4
FC(F)(F)c1cnc(N2CCN(C(=S)NCc3ccccc3)CC2)c(Cl)c1	-5	6	1	4	100	-0.1	-3	-0.5	1
Cc1cc(NC(=O)CCCC(=O)N(CC(=O)NC2CCCCC2)c2ccccc2)no1	5	-6	0	4	86	0.0	4	-2.5	3
CCN1C(=O)c2cccc3c(N)ccc(c23)C1=O	12	+	+	3	103	0.1	+	?	8
O=C(Nc1nc2ccccc2n1CCN1CCCCC1)c1ccco1	1	0	3	-10	109	-0.2	5	-2.2	-10
NC(=O)CC(NC(=O)Cc1ccc(Cl)cc1)c1ccc(NC2CC3CCC2C3)c([N+](=O)[O-])c1 (stereo not drawn)	-1	5	-2	7	98	0.0	1	0.7	-2
CCN1CCN(c2ccc(NC(=O)c3ccc4c(c3)[nH]c(=O)n4Cc3ccc(OC)cc3)cc2)CC1	2	-3	-1	0	91	0.0	-1	-2.2	-4
CCOc1c(Cl)cc(CNc2ccc(S(N)(=O)=O)cc2)cc1OC	5	-6	0	5	100	0.0	-4	-3.3	17
COc1cccc(OC)c1OCCCCN1CCCC1	-3	5	2	-5	95	0.1	-5	-3.6	2
COc1cccc(Cn2c(=S)[nH]c3ccc(N4CCOCC4)cc3c2=O)c1	2	3	19	29*	110	0.2	41*	-1.6	-4
O=C(C1CCC(=O)N1Cc1cccnc1)N1CCN(c2ccc(F)cc2)CC1 (stereo not drawn)	-3	0	7	7	101	0.1	0	-0.9	17
CS(=O)(=O)N(CC(N)=O)c1cccc(Br)c1	-1	0	5	-10	112	0.0	-2	-1.9	-6
